Assay outcomes from PubChem.
ALDH1A1 block – inhibitors of human aldehyde dehydrogenase 1A1; P00352; Purified ALDH1A1, NADH fluorescence, propionaldehyde substrate; Potency, µM (top dose mostly 75.3 µM), for the others: at the highest dose activity, negative = inhibition, most hits filed as inhibitors; hit rate 7.3% among 220,000; active = well fitted inhibition curve with a large enough effect, not every such curve was filed as active; inconclusive = small, poorly fitted or top-dose-only effect, or another doubt; inactive = no such curve, though single readings can be large or run the other way;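 note: plate controls were no enzyme wells and a reference inhibitor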
Tau fluor counter – counter-screen for tau fibril formation inhibitors. tau K18 P301L Alexa594 fluorescence, heparin fibrillization. Potency, µM (highest dose often 57.7 µM), inactives show top-dose activity change, negative = decrease. hit rate 0.93% among 280,000; note: % is set by controls: 0 for no effect and ±100 for the full control effect; nearly all actives have a fitted effect of over 55% in size
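Human tau K18 P301L (15 uM unlabeled, 0.24 uM Alexa 594-labeled) in 100 mM sodium acetate pH 7 with 20 uM heparin, 6 hr at 37 C. ThT 30 uM added, 1 hr ambient; Alexa 594 FP and total fluorescence read at 555/632 nm.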
GAA spleen mod – lysosomal alpha-glucosidase (human) modulation; AID 2112; hit rate 0.006% among 240,000; human spleen homogenate, 4-MU-alpha-glucoside fluorescence; Potency, µM (top dose mostly 79.9 µM), for the others: top-dose activity change, negative = inhibition, usual class: inhibitors; P10253;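 note: 0% = enzyme with vehicle and -100% = no enzyme basal signal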
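Human spleen homogenate (1 ug) incubated with compounds and 1 mM 4-methylumbelliferyl-alpha-D-glucopyranoside in pH 5.0 citrate/phosphate buffer, 37 C, 40 min. Stopped at pH 10; 4-MU fluorescence (Ex 365/Em 440 nm); AC50 by Hill fit.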
aGal spleen mod – inhibits or activates alpha-galactosidase in human spleen homogenate; P06280; human spleen homogenate, 4MU-alpha-Gal fluorescence, 40 min; Potency, µM (titrated, usually from 80 µM), for inactives: at the top dose activity change, negative = inhibition, usual class: inhibitors; hit rate 0.008% among 240,000; AID 2107;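 note: 0% = enzyme with vehicle and -100% = no enzyme basal signal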
Target sequence (P06280 32-429 limits assumed): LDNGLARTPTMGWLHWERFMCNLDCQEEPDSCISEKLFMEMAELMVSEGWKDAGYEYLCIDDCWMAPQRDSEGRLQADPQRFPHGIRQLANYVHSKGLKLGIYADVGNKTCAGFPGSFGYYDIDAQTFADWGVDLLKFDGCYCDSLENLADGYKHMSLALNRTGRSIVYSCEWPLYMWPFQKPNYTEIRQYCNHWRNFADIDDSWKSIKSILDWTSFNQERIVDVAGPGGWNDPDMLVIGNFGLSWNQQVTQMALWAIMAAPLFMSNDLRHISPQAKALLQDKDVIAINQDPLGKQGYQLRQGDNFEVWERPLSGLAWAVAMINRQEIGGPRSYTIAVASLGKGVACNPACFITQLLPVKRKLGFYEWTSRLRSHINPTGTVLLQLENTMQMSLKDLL
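Fluorogenic readout (Ex 365/Em 440 nm) of 4-methylumbelliferone released from 1 mM 4-MU-alpha-galactoside by spleen homogenate, 40 min at 37C, pH 5.0. Data normalized to no-enzyme and enzyme controls; Hill-equation AC50 from compound titrations.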
NPSR antagonist – antagonists of human neuropeptide S receptor cAMP signaling; CHO-NPSR cells, cAMP TR-FRET, antagonist mode; Potency, µM (series often up to 38.3 µM), without a hit: top-dose activity change, negative = inhibition, actives largely listed as inhibitors; hit rate 1% among 220,000; AID 1461; note: % is set by controls: 0 for no effect and ±100 for the full control effect; nearly all actives have a fitted effect of over 50% in size; many of its hits are not listed in these tables
Target sequence (Q6W5P4 whole entry, looked up): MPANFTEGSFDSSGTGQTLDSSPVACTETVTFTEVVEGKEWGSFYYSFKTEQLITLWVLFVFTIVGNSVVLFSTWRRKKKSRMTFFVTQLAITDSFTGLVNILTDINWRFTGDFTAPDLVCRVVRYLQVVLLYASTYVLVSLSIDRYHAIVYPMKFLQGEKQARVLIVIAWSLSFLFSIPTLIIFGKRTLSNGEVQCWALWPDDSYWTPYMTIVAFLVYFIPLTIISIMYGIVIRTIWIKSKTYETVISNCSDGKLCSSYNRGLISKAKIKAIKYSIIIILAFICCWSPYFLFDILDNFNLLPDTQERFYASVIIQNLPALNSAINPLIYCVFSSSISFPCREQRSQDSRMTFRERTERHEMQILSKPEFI
GAA inh – alpha-glucosidase (human) inhibition; P10253; purified human GAA, 4-MU-alpha-glucoside fluorescence; Potency, µM (doses to about 76.9 µM), for the others: at the highest dose activity change, negative = inhibition, usual class: inhibitors; hit rate 0.005% among 200,000; AID 1466;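 note: plate controls were uninhibited enzyme wells for no effect and no-enzyme background for full effect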
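Read-out is 4-methylumbelliferone fluorescence (Ex 365/Em 440 nm) after NaOH/glycine stop at pH 10. Enzyme 4 nM, substrate 400 uM, pH 5.0 citrate buffer, 20 min room temperature; AC50 from Hill-equation concentration-response.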
Epigenetic derep – derepresses silenced GFP reporter in murine cells; murine LDR cells, GFP reporter derepression, 30 h; Potency, µM (series often up to 53.9 µM), inactives show top-dose GFP activation, actives largely listed as activators; hit rate 0.2% among 280,000; note: % of control where 0% means no effect; nearly all actives have a fitted effect of over 60% in size
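Derepression of a silenced CMV-GFP reporter in murine LDR cells is scored by enumerating GFP-positive cells with a laser-scanning microplate cytometer after 30 hours of treatment at 37 C.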
GAA glycogen mod – alters human alpha-glucosidase cleavage of glycogen. P10253. recombinant GAA, glycogen substrate, Amplex Red glucose oxidase fluorescence. Potency, µM (highest dose often 76.4 µM), for the others: top-dose activity change, negative = inhibition, usual class: inhibitors. hit rate 0.38% among 300,000;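 note: 0% = full enzyme reaction and -100% = no-enzyme basal signal; the screen sought inhibitors and activators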
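qHTS, 1536-well; enzyme 4 nM final; cpd up to 77 uM; substrate bovine liver glycogen 30 ug; 50 mM citrate/phosphate pH 5.0, 0.01% Tween-20; 37 C, 40 min; Amplex Red detection 45 min RT; Hill fit → AC50.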
An asterisk follows results filed as active; ? = inconclusive; . = not tested or not shown; [ ] = dose if it differs, or a comment. Unless noted, calls come from the whole dose curve; as a rule, active = well fitted curve in the direction sought with a large enough effect; inconclusive = small, poorly fitted or top-dose-only effect, or another doubt; inactive = no such curve, though single readings can be large; an effect the other way counts as inactive or inconclusive. Potency is the fitted concentration of half-maximal effect. Not all compounds are listed; count on the stated rates, not on these rows.

SMILES | ALDH1A1 block | Tau fluor counter | GAA spleen mod | aGal spleen mod | NPSR antagonist | GAA inh | Epigenetic derep | GAA glycogen mod
CCOC(=O)C1CCN(S(=O)(=O)c2nc3nc(C)cc(C)n3n2)CC1 | 6% | 6% | -10% | ? | -7%[46.1 µM] | 0% | 6.0% | -18%
Cc1cccc(/C=C/C(=O)c2cc(Br)ccc(=O)c2O)c1 | 20µM* | ? | 5% | 5% | 10µM* | -2% | ? | -7%
CC(=O)c1c(C)[nH]c(C(=O)CSc2nnc(-c3ccccc3)o2)c1C | -2% | -3% | 1% | -8% | -13%[46.1 µM] | -1% | -1.0% | 3%
CC(Cc1ccccc1)C(=O)NCCc1c[nH]c2ccccc12 (configuration not stated) | ? | ? | -2% | -11% | . | . | -1.0% | .
[O-][N+]12CCCCC1CCCC2CO (configuration not stated) | . | -8% | 1% | 8% | -16% | . | -1.0% | 1%
COc1ccc(-c2nc(C#N)c(NCc3ccccc3Cl)o2)cc1 | ? | -13% | -3% | -9% | -20%[46.1 µM] | 0% | -0.7% | -14%
COC(=O)/C=C1\OC(c2ccccc2)=CC1=O | 10µM* | -1% | 3% | 2% | -59% | 5% | -1.1% | -3%
Cc1ccc(Cn2nc(C)c(NC(=O)CCCn3nc(C)c([N+](=O)[O-])c3C)c2C)cc1 | 2% | -2% | -4% | -1% | 7% | 6% | 0.0% | 4%
Oc1ccc(Cl)cc1/C=C/c1ccc2cccc(O)c2n1 | 3% | 25µM*[quencher] | 3% | 13% | -42% | ? | 8.1% | -17%
CC[C@@H]1OC(=O)[C@H](C)[C@H](O[C@@H]2C[C@](C)(OC)[C@H](O)[C@H](C)O2)[C@H](C)[C@H](O[C@@H]2O[C@@H](C)C[C@@H](N(C)C)[C@@H]2O)[C@](C)(O)C[C@H](C)C(=O)[C@H](C)[C@H](O)[C@]1(C)O | 4%[20.9 µM] | . | -3%[29.1 µM] | 2%[29.1 µM] | . | . | -0.3%[16.9 µM] | .
CCOC(=O)c1ccc(NC(=O)CS(=O)(=O)c2cn(CC)c3ccccc23)cc1 | -14% | -29% | 2% | 3% | -8%[46.1 µM] | -12% | 0.0% | 4%
COC(=O)C1=C(C)NC2=C(C(=O)CCC2)C1c1ccsc1 (configuration not stated) | 1% | 1% | -10% | -2% | -1%[46.1 µM] | -2% | 1.0% | 8%
COc1ccc(C(=O)NNC(=O)C2CCCN(C3CC(=O)N(c4ccccc4)C3=O)C2)cc1 (configuration not stated) | . | 10% | 4% | 11% | 10% | . | 4.5% | 2%
CCCOc1ccc(CSC2=NCCN2)cc1[N+](=O)[O-] | 1% | -1% | 2% | -12% | 7%[46.1 µM] | -1% | 8.2% | 2%
COc1ccc(C)cc1NC(=O)C1CC(=O)OC12CCCCC2 (configuration not stated) | 3% | -11% | -14% | -16% | -7%[46.1 µM] | -6% | 0.7% | 3%
CCOC(=O)NN1C(=O)c2ccccc2NC1c1ccccc1O (configuration not stated) | ? | 0% | -3% | 11% | 3% | 2% | 1.9% | 1%
CCOC(=O)c1cc(NC(=O)c2ccco2)ccc1N1CCOCC1 | 3% | -5% | 3% | 5% | -15% | 2% | 0.1% | -12%
COc1ccc(C2CC(c3ccccc3)=NN2C(=O)CSc2nccc(=O)[nH]2)cc1 (configuration not stated) | -10% | 12% | -5% | 3% | -25% | -10% | 0.0% | 2%
O=c1[nH]c(CSc2ncnc3sccc23)nc2cc(C(F)(F)F)ccc12 | . | 7% | -4% | -4% | -59% | . | 4.7% | 0%
O=C(CSc1ncn[nH]1)N1CCN(S(=O)(=O)c2ccccc2)CC1 | 1% | -3% | -12% | 4% | -5%[46.1 µM] | -7% | 0.8% | -2%
CC1(C)Cc2nc3sc4c(SCC(=O)NC(c5ccccc5)c5ccccc5)ncnc4c3cc2CO1 | ? | -2% | 1% | 2% | 1.3µM* | -2% | 2.3% | 0%
Nn1c(SCC(=O)N2CCCCC2)nnc1-c1ccncc1 | -1% | 7% | -6% | -2% | 4%[46.1 µM] | 0% | -1.1% | 0%
Cc1nnc(N(Cc2ccccc2)C(=O)c2cnccn2)s1 | 5% | -7% | 5% | -4% | 3%[7.67 µM] | 6% | -3.4% | 10%
N=C1SCC(=O)N1c1ncc(Cc2ccc(F)cc2)s1 | 6% | -9% | -2% | -4% | ? | ? | 3.5% | 6%
CCN(CC)CCNC(=O)CS(=O)Cc1nc(-c2ccc(C)cc2)oc1C (configuration not stated) | ? | -13% | -3% | -3% | -22%[46.1 µM] | 1% | 0.2% | 3%
CC1Cc2nc(SCC(=O)NCc3ccccc3)n(Cc3ccccc3)c(=O)c2S1 (configuration not stated) | ? | 1% | -22% | 3% | -27%[46.1 µM] | -8% | -0.8% | 5%
COc1ccc(OCC(=O)NNC(=O)c2ccccn2)cc1 | 14% | -2% | -4% | 9% | -3%[46.1 µM] | 4% | 0.0% | 5%
CCOC(=O)c1c(N)sc(C(=O)OCCOC)c1C | 14µM* | -4% | 2% | 2% | 7% | ? | -0.4% | -5%
c1cncc(Nc2nc(-c3cccnc3)cs2)c1 | 2% | -7% | -13% | 13% | -15%[46.1 µM] | 3% | -4.1% | -9%
COC(=O)c1cc2ccsc2n1CC(=O)Nc1cc(C)cc(C)c1 | -14% | -4% | -9% | -1% | 0%[46.1 µM] | 0% | ? | -1%
O=C1c2ccccc2-c2onc3c(Oc4ccccc4)cc(O)c1c23 | -9% | ? | -1% | 3% | -12%[46.1 µM] | -9% | 1.0% | 5%
CCCCNC(=O)NC1CCCC1 | -3% | 6% | -4% | 7% | 10% | 5% | -3.0% | 5%
Cc1ccc(C(=O)Oc2ccc([N+](=O)[O-])cc2)cc1S(=O)(=O)N1CCCCCC1 | 0% | -10% | 4% | 1% | -3% | -2% | 1.0% | -7%
Cc1cccc(COC[C@H](Cc2ccccc2)N2CCN(C(=O)c3cccc(C)c3)CCC2=O)c1 | ? | -7% | 6% | -6% | . | . | -2.1% | .
O=C(/C=C/c1cccs1)c1cc(Cl)ccc1O | -7% | -9% | -5% | -7% | -26% | 10% | 4.5% | 18%
COc1cccc(-c2nnc(SCC(=O)N(C(C)C)C(C)C)o2)c1 | 4% | -1% | 2% | 1% | -4%[46.1 µM] | -5% | -1.0% | 5%

Copied from the list:
For NPSR antagonist, COc1ccc(OCC(=O)NNC(=O)c2ccccn2)cc1 is entered as -3%[46.1 µM]
For aGal spleen mod, CCCCNC(=O)NC1CCCC1 is entered as 7%
For GAA glycogen mod, O=C1c2ccccc2-c2onc3c(Oc4ccccc4)cc(O)c1c23 is entered as 5%
For aGal spleen mod, CCN(CC)CCNC(=O)CS(=O)Cc1nc(-c2ccc(C)cc2)oc1C (configuration not stated) is entered as -3%

In the list so far, two have fluorine:
SMILES | ALDH1A1 block | Tau fluor counter | GAA spleen mod | aGal spleen mod | NPSR antagonist | GAA inh | Epigenetic derep | GAA glycogen mod
O=c1[nH]c(CSc2ncnc3sccc23)nc2cc(C(F)(F)F)ccc12 | . | 7% | -4% | -4% | -59% | . | 4.7% | 0%
N=C1SCC(=O)N1c1ncc(Cc2ccc(F)cc2)s1 | 6% | -9% | -2% | -4% | ? | ? | 3.5% | 6%

Going on with the list.
SMILES | ALDH1A1 block | Tau fluor counter | GAA spleen mod | aGal spleen mod | NPSR antagonist | GAA inh | Epigenetic derep | GAA glycogen mod
COc1ccc(C2CC(c3ccccc3)=NN2S(=O)(=O)c2ccccc2)c(OC)c1 (configuration not stated) | 6% | -22% | 2% | 2% | -12% | -1% | -1.9% | -4%
Cn1c(=O)[nH]c(=O)c2c1nc(OC(=O)c1ccccc1)n2CC(O)COc1ccc(F)cc1 (configuration not stated) | -2% | -11% | -19% | -9% | -13%[7.67 µM] | -2% | 6.4% | 5%
CC(C)CNC(=S)NNC(=O)c1ccc(OC(F)F)cc1 | 14% | -11% | -2% | -1% | -20%[46.1 µM] | -5% | -1.1% | -14%
C=CCN1C(=NC(=O)CCCC(=O)O)SC2CS(=O)(=O)CC21 (configuration not stated) | 16% | 2% | 1% | 7% | 5%[46.1 µM] | 0% | 0.0% | -7%
C=CCOc1ccc(C2N3CC4(CC)CN2CC(CC)(C3)C4=O)cc1 (configuration not stated) | ? | 1% | -2% | -2% | -8%[46.1 µM] | -5% | -7.0% | 3%
O=S(=O)(NCc1cccnc1)c1ccc(Br)s1 | ? | -2% | 7% | 7% | 1%[46.1 µM] | -3% | -0.7% | -7%
Cc1ccc(-c2c(C#N)c(N)n(-c3ccc(C)cc3)c(=O)c2C#N)cc1 | ? | -6% | -2% | -6% | -11%[46.1 µM] | ? | 0.0% | -20%
O=C(Nc1cc2c(cc1Br)OCCCO2)c1ccccc1 | ? | -20% | -2% | 2% | -2% | -3% | 1.9% | 3%
O=[N+]([O-])c1ccc(/C=C/c2nc3ccc([N+](=O)[O-])cc3[nH]2)cc1 | 11% | 0% | 3% | 8% | -20% | 6% | 1.1% | 14%
CCOC(=O)c1c(NC(=O)c2ccco2)sc(C(=O)N2CCCC2)c1C | ? | -16% | -4% | -2% | -30%[46.1 µM] | -8% | -1.0% | 4%
CC(=O)c1coc2c1cc(O)c1ccccc12 | -9% | -19% | 9% | 7% | -1%[46.1 µM] | -2% | -2.4% | 6%
O=C(CCC1CCCN(C(=O)c2cncs2)C1)NCc1ccc(F)c(F)c1 (configuration not stated) | 13% | 8% | 0% | 7% | -8% | 10% | -0.2% | 9%
C[C@H]1CC[C@H]2C(=O)N3[C@H](c4ccccc4Br)[C@@H](C)CC[C@H]3C(=O)N2[C@@H]1c1ccccc1Br | ? | -10% | 3% | -7% | -46% | -10% | 2.4% | -1%
COCCCNC(=O)C1CCC(CNS(=O)(=O)c2ccc(C)cc2)CC1 (configuration not stated) | 11µM* | 10% | -3% | 0% | 10% | 1% | -1.4% | 0%
O=C(c1cccc2ccccc12)C1CCCN(C(=O)C2CCOCC2)C1 (configuration not stated) | . | 3% | -4% | 9% | 5% | . | 0.0% | -3%
CC(C)NC(=O)c1ccc(C2SCC(=O)N2Cc2ccccc2)cc1 (configuration not stated) | -4% | -5% | 14% | 0% | -14%[46.1 µM] | ? | 0.0% | 13%
CN(C)CCOC(=O)C12CC3(C)CC(C)(CC(C)(C3)C1)C2 | 11% | -3% | -10% | -4% | -7%[46.1 µM] | -6% | 0.6% | 9%
